STAT3 activator: increases IL-6 driven STAT3 reporter signal. AID 871. U3A cells, IL-6 STAT3-luciferase reporter, luminescence; 100% = signal with IL-6 EC80 alone. activation (% of control), % at 5.6 µM. 190,000 tested, 0.91% active;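 active = activation above the screen-wide mean of compound activation plus 3 SD, cut at about 130% in these data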;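 also: 0% = background luminescence of wells with medium and substrate only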
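Assay system – human STAT1-deficient U3A cells with stable STAT3-luciferase reporter · Also added – IL-6 (33 ng/mL) · Schedule – compound 1 h, then IL-6 6 h at 37 °C · Technique – reporter luminescence signal · Evaluation – % activation versus median of IL-6-stimulated wells · Benchmarks – IL-6-only wells as 100% reference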
RAM inhibit: blocks the yeast RAM network; S. cerevisiae dse1pr::URA3 reporter, 5-FOA growth OD615, 2 d; analog-sensitive cbk1-as2 kinase mutant strain; inhibition, % at 50 µM; 190,000 tested, 1.8% active; AID 868;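 active = inhibition above a set limit, 3 SD over mean compound inhibition, cut at about 8.4% in these data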;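 also: 0% = DMSO-only wells with no growth and 100% = 10 µM 1-NA-PP1 full growth; inhibition rescues growth on 5-FOA so higher OD means more RAM inhibition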
TLR4-MyD88 BLA: inhibitors of human TLR4-MyD88 binding | AID 861 | HeLa CL3-4 TLR4/MyD88 BLA complementation, FRET ratio | 200,000 tested, 0.18% active | O00206+Q99836 | inhibition, % at 8.4 µM; in the data active = inhibition above about 25%;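 also: 0% = vehicle and 100% = reference inhibitor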
ROMK primary: modulates human ROMK potassium channel activity; P48048; Tet-inducible ROMK, thallium flux fluorescence; actives lie on both sides; B-score at 10 µM; 130,000 tested, 2% active;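 active = signal ratio slope over the read window, or its plate-corrected B-score, at least 3 SD from the plate mean, either direction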;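 also: B-score of the F/F0 ratio slope over 7 to 12 s after thallium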
Target sequence (P48048 whole entry, looked up): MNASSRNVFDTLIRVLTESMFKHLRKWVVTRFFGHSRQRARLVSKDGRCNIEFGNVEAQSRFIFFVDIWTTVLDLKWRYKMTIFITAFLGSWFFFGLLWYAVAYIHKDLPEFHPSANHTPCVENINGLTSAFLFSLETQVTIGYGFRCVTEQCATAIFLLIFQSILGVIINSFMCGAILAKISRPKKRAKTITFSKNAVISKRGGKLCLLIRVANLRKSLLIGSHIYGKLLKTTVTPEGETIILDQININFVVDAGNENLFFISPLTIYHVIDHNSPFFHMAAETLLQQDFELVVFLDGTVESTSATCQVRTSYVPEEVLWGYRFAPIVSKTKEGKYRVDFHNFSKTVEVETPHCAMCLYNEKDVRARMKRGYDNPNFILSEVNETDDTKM
PPARg SRC-1 ag: agonists of human PPARgamma SRC-1 coactivator recruitment | activation, % at 8 µM | AID 631 | 200,000 tested, 0.41% active | PPARgamma-SRC-1 coactivator recruitment biochemical assay | P37231; in the data active = activation above about 19%;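 also: 0% = DMSO and 100% = reference agonist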
STAT1 inh: STAT1 signaling inhibition; NIH 3T3 STAT1-luciferase reporter, IFN-gamma, luminescence; inhibition, % at 5.5 µM; 200,000 tested, 0.35% active;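 active = inhibition above a set limit, the mean inhibition across all tested compounds plus 3 SD, cut at about 34% in these data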;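 also: 0% = IFN-gamma with DMSO and 100% = IFN-gamma with 300 µM nifuroxazide; values of inactives mirror those of a sister screen read the other way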
S1P3 antagonist: antagonists of human S1P3 receptor; Q99500; CHO S1P3 NFAT-BLA reporter, FRET fluorescence, antagonist mode; inhibition, % at 4.98 µM; 170,000 tested, 0.27% active; AID 485;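 active = inhibition above the plate cutoff, the mean inhibition of test wells on that plate plus 3 SD, cut at about 28% in these data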;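 also: cells challenged with S1P at its EC80 of 0.8 µM; blue over green emission ratio from cleaved BLA substrate after 4 h stimulation; 0% = S1P-stimulated wells and 100% = unstimulated DMSO-only wells; some compounds past the cut are filed as inactive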
Target sequence (Q99500 whole entry, looked up): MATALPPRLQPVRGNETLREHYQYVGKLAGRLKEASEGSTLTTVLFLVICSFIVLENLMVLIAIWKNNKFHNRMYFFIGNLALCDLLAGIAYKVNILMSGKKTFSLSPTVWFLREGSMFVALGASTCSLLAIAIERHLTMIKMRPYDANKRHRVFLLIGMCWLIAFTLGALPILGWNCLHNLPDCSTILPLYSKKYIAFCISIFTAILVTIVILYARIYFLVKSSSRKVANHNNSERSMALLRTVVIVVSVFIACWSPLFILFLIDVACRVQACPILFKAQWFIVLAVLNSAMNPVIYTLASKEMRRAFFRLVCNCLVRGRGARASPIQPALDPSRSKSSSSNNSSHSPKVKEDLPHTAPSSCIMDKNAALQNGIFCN
PPARg SRC2 recr: promotes SRC-2 coactivator recruitment by human PPARgamma; 200,000 tested, 0.34% active; PPARgamma LBD-SRC-2 recruitment, biochemical; activation, % at 8 µM; AID 1032; in the data active = activation above about 22%;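 also: 0% = vehicle and 100% = reference agonist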
TR-FRET SRC-2 ct: flags TR-FRET format artefacts in PPARgamma SRC-2 recruitment agonist screen. TR-FRET artefact counter-screen; active compounds read high. AID 1049. TR-FRET ratio at 8 µM. 200,000 tested, 0.4% active; in the data active = TR-FRET ratio above about 2000; also: inactives centre near 1500
PPARg SRC3 recr: PPARgamma-driven SRC-3 recruitment agonism | P37231 | biochemical PPARgamma/SRC-3 coactivator recruitment assay | activation, % at 8 µM | 200,000 tested, 0.26% active; in the data active = activation above about 23%;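 also: 0% = DMSO and 100% = reference agonist; some compounds past the cut are filed as inactive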
STAT3 blocker: reduces IL-6 driven STAT3 reporter signal. 190,000 tested, 0.89% active. U3A cells, IL-6 STAT3-luciferase reporter, luminescence; host cell line lacks STAT1. inhibition, % at 5.5 µM;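 active = inhibition above the mean inhibition across all screened compounds plus 3 SD, cut at about 44% in these data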;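 also: 0% = DMSO only wells and 100% = 100 µM nifuroxazide control wells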
The depositor's hits bear a star; . = no result given.

SMILES | STAT3 activator | RAM inhibit | TLR4-MyD88 BLA | ROMK primary | PPARg SRC-1 ag | STAT1 inh | S1P3 antagonist | PPARg SRC2 recr | TR-FRET SRC-2 ct | PPARg SRC3 recr | STAT3 blocker
O=C(NCC1CCCO1)C(c1ccc(N2CCOCC2)cc1)N(C(=O)Cn1nnc2ccccc21)c1ccccc1F (stereo unspecified) | 109 | -0.1 | 11 | -2.1 | -1 | -2 | -9 | 3 | 1433 | 5 | -3
CNC(=S)N(Cc1cccs1)Cc1cc2ccc(OC)cc2[nH]c1=O | 83 | 5.6 | -8 | -0.0097 | -6 | 1 | -5 | -15 | 1343 | -3 | 18
COCCn1nnnc1CN(Cc1cccnc1)Cc1cc2cc(OC)ccc2[nH]c1=O | 93 | -0.7 | -14 | . | 6 | 0 | -4 | 1 | 1602 | 2 | 13
CCCC(=O)Nc1nnc(COC)s1 | 104 | 2.8 | 8 | . | -6 | -5 | -4 | -1 | 1546 | -5 | -1
CCNC(=S)NNC(=O)c1cc(CC(C)C)nc2ccccc12 | 104 | 0.1 | 1 | 0.82 | 2 | 8 | . | 13 | 1645 | 8 | 2
O=C(Nc1cccc(-c2nnc(-c3ccccc3)o2)c1)C1CC1 | 91 | 2.9 | 1 | -0.3 | 9 | -26 | 0 | 1 | 1763 | 4 | 13
CN1CCN(CCN2CCn3c2nc2ccccc23)CC1 | 103 | 0.7 | -1 | -0.019 | 2 | -4 | 7 | -1 | 1510 | -5 | 3
CC1CCc2c(sc3nn[nH]c(=O)c23)C1 (stereo unspecified) | 102 | 2.9 | -12 | . | -6 | 2 | . | 7 | 1710 | 10 | 2
Cc1nnc(CN(C)Cc2cn[nH]c2-c2ccc(-c3ccccc3)cc2)o1 | 105 | 1.6 | -10 | . | 12 | -18 | 1 | 4 | 1439 | 1 | 0
COc1ccccc1-c1cc(C2CC2)nc(N)c1C#N | 107 | 1.1 | 5 | . | 10 | -6 | 17 | 12 | 1810 | 6 | -3
COC(=O)c1nc2n(n1)C(c1cccc(Cl)c1)C1=C(CC(C)(C)CC1=O)N2 (stereo unspecified) | 97 | -0.2 | 0 | . | 7 | 3 | -7 | -8 | 1582 | -4 | 12
COc1ccc2cc(C3CC(c4cccs4)=NN3S(C)(=O)=O)c(Cl)nc2c1 (stereo unspecified) | 98 | 4.6 | -17 | 0.05 | -7 | -7 | -1 | 1 | 1395 | -1 | 2
CCc1nnc(NC(=O)c2cc(-c3cccnc3)nc3ccccc23)s1 | 95 | 4.6 | 6 | -0.039 | 4 | 10 | 4 | 5 | 1552 | 5 | 14
C=CCOc1c(Br)cc(/C=N/O)cc1OCC | 104 | -1.4 | 1 | -3.8* | 1 | 0 | -8 | 3 | 1566 | 3 | -5
CN(CCc1ccccn1)S(=O)(=O)c1ccccc1F | 105 | . | 1 | 0.34 | 1 | -6 | . | 3 | 1633 | -8 | 2
CC(C)C(=O)Nc1cccc(C(=O)NCc2ccc(S(N)(=O)=O)cc2)c1 | 97 | 0.0 | 9 | . | -4 | 7 | -9 | 0 | 1583 | 10 | 7
O=C(NCc1ccco1)c1ccc2c(c1)N(Cc1ccccc1)C(=O)CS2 | 94 | 4.0 | -6 | -1.3 | -2 | -3 | . | 0 | 1665 | 1 | 13
O=C(CNc1ccc(F)cc1)c1ccccc1 | 84 | 0.6 | -11 | 0.05 | 9 | -19 | 9 | -2 | 1581 | 2 | 27
Cc1ccc(N2CC(C(=O)Nc3nnc(SCC(=O)Nc4nc(C)cs4)s3)CC2=O)cc1 (stereo unspecified) | 98 | 6.3 | -2 | . | 4 | 4 | -1 | -1 | 1519 | 3 | 5
CC(C)(C)n1nnnc1C(c1cccc(C#N)c1)N1CCC(Cc2ccccc2)CC1 (stereo unspecified) | 105 | 3.0 | -6 | . | 1 | -4 | 9 | 2 | 1371 | 13 | -5
COc1ccc(CSc2ncnc3sccc23)cc1F | 93 | -0.7 | -11 | 1.3 | 1 | -16 | 0 | 5 | 1312 | 2 | 13
O=C1C(C=NCCCN2CCCC2=O)=C(O)c2ccccc21 | 109 | 1.8 | 10 | . | 1 | -24 | -1 | -6 | 1696 | -4 | -6
COc1cc(OC)cc(C(=O)Nc2cccc(NC(C)=O)c2)c1 | 102 | 2.9 | 1 | . | 0 | 12 | -17 | 3 | 1464 | -3 | 4
CCOC(=O)N1CCN(C(=O)c2cc3c(s2)-c2ccccc2OC3)CC1 | 100 | 4.6 | -6 | . | 20* | 5 | . | 13 | 1847 | 38* | 5
CS(=O)(=O)N(CC(=O)Nc1ccccc1C(=O)N1CCCC1)c1ccc2c(c1)OCO2 | 99 | -0.2 | 23 | 0.78 | -3 | -9 | -7 | -2 | 1551 | 3 | 8
c1ccc(Nc2nc(-c3ccncc3)cs2)nc1 | 95 | -1.0 | 15 | -0.45 | 8 | -102 | 16 | -6 | 1656 | 4 | 10
COc1ccc(OC)c(NC(=O)c2nc(-c3ccccc3)oc2C)c1 | 95 | 4.1 | -2 | -0.17 | 4 | 0 | 9 | 6 | 1605 | 9 | 8
CCOc1ccc(CC(=O)C2C(=O)CC(C)(C)CC2=O)cc1OCC | 105 | 1.1 | 13 | . | -4 | 3 | . | -4 | 1532 | -1 | -2
COC(=O)CCC(=O)N1CCc2cc(S(=O)(=O)N3CCc4ccccc43)ccc21 | 106 | 2.6 | 2 | -1.5 | 6 | 5 | 7 | 8 | 1603 | 3 | -5
CC(O)c1c(-c2ccccc2)nn(C)c1Cl (stereo unspecified) | 105 | -1.1 | 5 | 0.41 | 0 | -2 | -7 | -9 | 1557 | -3 | -4
CCOC(=O)N/N=C/c1ccc(C)o1 | 93 | 0.4 | -12 | . | 16 | 5 | . | 13 | 1622 | 10 | 18
Cc1ccc(S(=O)(=O)C2(C(=O)NCc3ccc4c(c3)OCO4)CC2)cc1 | 101 | -0.8 | -7 | . | 0 | 5 | 11 | 0 | 1649 | 4 | -1
COc1ccc(NC(=O)C2CCCN2S(=O)(=O)c2ccc3c(c2)CCC(=O)N3)cc1 (stereo unspecified) | 93 | 1.2 | -10 | . | 2 | 3 | 6 | -9 | 1450 | 4 | 16
COCc1cc(N2CCCCC2)nc(-c2ccccc2)n1 | 101 | 0.1 | -10 | -0.32 | -9 | 5 | -21 | -1 | 1620 | 3 | 7
CCOC(=O)c1cccc(NC(=O)C2CCCN(S(=O)(=O)c3cnc[nH]3)C2)c1 (stereo unspecified) | 95 | 0.2 | -23 | . | 1 | 5 | -16 | 4 | 1752 | 8 | 12
COc1cc(SC)ccc1C(=O)OCC(=O)NCC(C)C | 97 | 0.6 | -5 | -1.6 | -11 | -4 | -8 | -3 | 1353 | 2 | 9
Cc1ccc(NC(=O)CNC(=O)OCc2ccccc2)cc1C | 96 | 1.2 | -10 | -0.93 | 4 | 3 | -5 | 4 | 1730 | 3 | 8
CC1CCN(c2c(NCC3CCC(C(=O)N4CCCC(C)C4)CC3)c(=O)c2=O)CC1 (stereo unspecified) | 102 | -0.5 | -6 | . | -1 | 0 | . | -15 | 1397 | -8 | 6
COC(=O)[C@H]1[C@H](C(=O)OC)[C@@H](C(=O)OC)N(c2ccc(OC)cc2)[C@@H]1C(=O)OC | 99 | 0.4 | -7 | 1 | 1 | -2 | 1 | -3 | 1473 | 2 | 6
Cc1cc(C(=O)N/N=C/c2cccc([N+](=O)[O-])c2O)n[nH]1 | 103 | 2.5 | -14 | . | 8 | -2 | -14 | 18 | 1799 | 4 | 2
CCn1c(SCC(=O)NNC(=O)Cc2ccccc2)nnc1-c1ccncc1 | 106 | 1.1 | 8 | -0.0097 | 2 | -2 | -1 | 10 | 1448 | 1 | -2
Clc1ccc(OCCOCCOc2cccc3cccnc23)c(Br)c1 | 106 | -0.8 | 9 | 1.3 | 0 | 6 | 6 | 4 | 1506 | -2 | -4
CC(=O)NC(=O)NC1CSCC1OC(C)=O (stereo unspecified) | 99 | 1.1 | 4 | . | 3 | -3 | -7 | 9 | 1731 | 8 | 5
CC(C)(C)NC(=O)NC(=O)COc1ccccn1 | 97 | 1.1 | -9 | . | -9 | 6 | -19 | -8 | 1442 | -17 | 14
COc1ccccc1CNC(=O)CC(NS(=O)(=O)c1ccc(C)cc1)c1ccco1 (stereo unspecified) | 104 | 2.1 | -3 | . | 11 | 2 | -7 | 2 | 1622 | 2 | 0
CC(C)c1ccc(C(=O)NN2C(=O)C3CCCCC3C2=O)cc1 (stereo unspecified) | 92 | -0.3 | -6 | -0.07 | -4 | -48 | -15 | -2 | 1269 | 2 | 17
CC(C)OCCCNC(=O)c1ccc(CS(=O)(=O)Cc2ccccc2F)o1 | 98 | 0.8 | 0 | . | 3 | 1 | . | -1 | 1427 | 5 | 6
O=C1NC2(CCCCC2)C(=O)N1Cc1cccc(C(F)(F)F)c1 | 105 | 1.6 | 5 | -0.31 | 10 | 6 | -12 | 3 | 1783 | -1 | 5
CCOC(=O)c1[nH]c(C)c(C(=O)OCC(=O)Nc2sc3c(c2C#N)CCCCC3)c1C | 108 | 1.6 | 3 | 1 | 2 | 1 | 1 | -1 | 1510 | 4 | -2
CSCCC(NC(=O)c1ccc(=O)n(C)n1)c1nc2ccccc2[nH]1 (stereo unspecified) | 93 | 2.7 | -6 | . | 4 | 6 | -8 | 11 | 1560 | -3 | 15
COc1ccccc1/C=N/NC(=O)C(NC(=O)c1ccccc1)=C(C)C | 99 | -0.2 | 5 | . | -2 | 12 | . | -6 | 1514 | 2 | 7
CCOc1ccc(C(C)NC(=O)c2ccccc2F)cc1 (stereo unspecified) | 96 | -1.1 | -6 | . | -1 | 12 | -1 | -5 | 1584 | -3 | 7
CC(C)Sc1nc2[nH]ncc2c(=O)[nH]1 | 93 | 0.6 | -5 | 0.25 | 3 | -9 | -8 | 9 | 1517 | 1 | 15
Cc1ccc2c(Cl)c(C(=O)NCCc3ccccc3)sc2c1 | 87 | 1.4 | 9 | -0.45 | 4 | -40 | -4 | -13 | 1677 | 2 | 17
COc1ccc(S(=O)(=O)N2CCC(C(=O)N3CCCC3)CC2)cc1Cl | 96 | 0.8 | 3 | . | 6 | 3 | 22 | 8 | 1602 | 9 | 8
CCCCNC1=CC(=O)C(=O)c2ccccc21 | 102 | 0.2 | 8 | . | 4 | 0 | 18 | 8 | 1524 | 3 | -1
Cc1cc2nc(C)n(CCCN)c2cc1C | 101 | 1.6 | 2 | . | -3 | -8 | -30 | 0 | 1401 | -2 | 3

Bioassay records from PubChem BioAssay.
